# From PubChem BioAssay
# PPARg SRC1 recr: promotes SRC-1 coactivator recruitment by human PPARgamma; PPARgamma-SRC-1 coactivator recruitment biochemical assay; hit rate 0.41% among 200,000; P37231; activation, % at 8 µM; in the data active = activation above about 19%;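 also: 0% = DMSO and 100% = reference agonist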
# S1P3 antag: antagonists of human S1P3 receptor | Q99500 | CHO S1P3 NFAT-BLA reporter, FRET fluorescence, antagonist mode | inhibition, % at 4.98 µM | hit rate 0.27% among 170,000 | AID 485;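 active = inhibition above the plate cutoff, the mean inhibition of test wells on that plate plus 3 SD, cut at about 28% in these data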;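 also: cells challenged with S1P at its EC80 of 0.8 µM; blue over green emission ratio from cleaved BLA substrate after 4 h stimulation; 0% = S1P-stimulated wells and 100% = unstimulated DMSO-only wells; some compounds past the cut are filed as inactive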
# Target sequence (Q99500 whole entry, looked up): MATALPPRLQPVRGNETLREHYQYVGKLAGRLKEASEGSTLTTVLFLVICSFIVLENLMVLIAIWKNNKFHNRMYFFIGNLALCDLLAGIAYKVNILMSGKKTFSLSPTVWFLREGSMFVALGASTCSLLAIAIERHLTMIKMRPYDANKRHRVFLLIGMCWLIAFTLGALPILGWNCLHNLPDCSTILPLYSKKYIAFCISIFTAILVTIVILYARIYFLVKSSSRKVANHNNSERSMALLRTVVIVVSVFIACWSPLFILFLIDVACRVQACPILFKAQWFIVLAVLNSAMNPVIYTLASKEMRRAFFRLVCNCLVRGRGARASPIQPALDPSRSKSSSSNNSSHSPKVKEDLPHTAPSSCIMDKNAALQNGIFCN
# RAM network inh: blocks the yeast RAM network. S. cerevisiae dse1pr::URA3 reporter, 5-FOA growth OD615, 2 d; analog-sensitive cbk1-as2 kinase mutant strain. inhibition, % at 50 µM. hit rate 1.8% among 190,000. AID 868;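 active = inhibition above a set limit, 3 SD over mean compound inhibition, cut at about 8.4% in these data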;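 also: 0% = DMSO-only wells with no growth and 100% = 10 µM 1-NA-PP1 full growth; inhibition rescues growth on 5-FOA so higher OD means more RAM inhibition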
# SRC2 TRFRET art: counter-screen for PPARgamma SRC-2 recruitment agonists: TR-FRET artefact | hit rate 0.4% among 200,000 | hits give high values | TR-FRET ratio at 8 µM; in the data active = TR-FRET ratio above about 2000; also: inactives centre near 1500
# STAT3 activator: STAT3 signaling activation; U3A cells, IL-6 STAT3-luciferase reporter, luminescence; 100% = signal with IL-6 EC80 alone; activation (% of control), % at 5.6 µM; hit rate 0.91% among 190,000; AID 871;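 active = activation above the screen-wide mean of compound activation plus 3 SD, cut at about 130% in these data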;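 also: 0% = background luminescence of wells with medium and substrate only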
#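 system = STAT3-luciferase reporter U3A cells | reagent = IL-6 stimulus at 33 ng/mL final | timing = 1 h compound pre-exposure, 6 h IL-6 stimulation, 37 °C | measured by = luminescence | evaluation = % activation versus median of IL-6-stimulated wells | control set = IL-6-only wells as 100% reference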
# TLR4 MyD88 comp: blocks binding of human TLR4 to MyD88; HeLa CL3-4 TLR4/MyD88 BLA complementation, FRET ratio; O00206+Q99836; inhibition, % at 8.4 µM; hit rate 0.18% among 200,000; in the data active = inhibition above about 25%;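 also: 0% = vehicle and 100% = reference inhibitor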
# STAT1 inh: reduces IFN-gamma driven STAT1 reporter signal; AID 920; hit rate 0.35% among 200,000; inhibition, % at 5.5 µM; NIH 3T3 STAT1-luciferase reporter, luminescence;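 active = inhibition above a set limit, the mean inhibition across all tested compounds plus 3 SD, cut at about 34% in these data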;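 also: 0% = IFN-gamma with DMSO and 100% = IFN-gamma with 300 µM nifuroxazide; values of inactives mirror those of a sister screen read the other way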
# PPARg SRC-3 ag: promotes SRC-3 coactivator recruitment by human PPARgamma; P37231; biochemical PPARgamma/SRC-3 coactivator recruitment assay; activation, % at 8 µM; hit rate 0.26% among 200,000; AID 731; in the data active = activation above about 23%;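 also: 0% = DMSO and 100% = reference agonist; some compounds past the cut are filed as inactive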
# PPARg SRC2 recr: agonists of SRC-2 recruitment by human PPARgamma; P37231; PPARgamma LBD-SRC-2 recruitment, biochemical; activation, % at 8 µM; hit rate 0.34% among 200,000; AID 1032; in the data active = activation above about 22%;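 also: 0% = vehicle and 100% = reference agonist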
# STAT3 inh: reduces IL-6 driven STAT3 reporter signal | U3A cells, IL-6 STAT3-luciferase reporter, luminescence; host cell line lacks STAT1 | inhibition, % at 5.5 µM | hit rate 0.89% among 190,000 | AID 862;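 active = inhibition above the mean inhibition across all screened compounds plus 3 SD, cut at about 44% in these data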;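 also: 0% = DMSO only wells and 100% = 100 µM nifuroxazide control wells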
# ROMK mod: human ROMK K+ channel modulation, primary screen | P48048 | Tet-inducible ROMK, thallium flux fluorescence; actives lie on both sides | B-score at 10 µM | hit rate 2% among 130,000 | AID 1918;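 active = signal ratio slope over the read window, or its plate-corrected B-score, at least 3 SD from the plate mean, either direction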;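 also: B-score of the F/F0 ratio slope over 7 to 12 s after thallium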
# Target sequence (P48048 whole entry, looked up): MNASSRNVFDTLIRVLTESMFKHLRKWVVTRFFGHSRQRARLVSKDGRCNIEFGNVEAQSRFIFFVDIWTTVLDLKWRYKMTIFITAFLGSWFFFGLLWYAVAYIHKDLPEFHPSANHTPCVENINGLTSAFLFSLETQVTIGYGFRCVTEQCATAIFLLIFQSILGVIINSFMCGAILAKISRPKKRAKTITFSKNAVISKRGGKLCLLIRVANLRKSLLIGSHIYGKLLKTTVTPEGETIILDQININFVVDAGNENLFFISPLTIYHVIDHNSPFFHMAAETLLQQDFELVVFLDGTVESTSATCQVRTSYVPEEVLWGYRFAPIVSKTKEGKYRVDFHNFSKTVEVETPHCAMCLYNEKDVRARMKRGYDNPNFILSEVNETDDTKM
# Starred values were filed as active, the others as inactive; nt = not tested or not shown.
SMILES,PPARg SRC1 recr,S1P3 antag,RAM network inh,SRC2 TRFRET art,STAT3 activator,TLR4 MyD88 comp,STAT1 inh,PPARg SRC-3 ag,PPARg SRC2 recr,STAT3 inh,ROMK mod
COc1cccc(NC(=O)CSc2nncn2N)c1,5,-28,1.7,1455,100,-5,-2,4,3,8,nt
CCOc1ccc(NC(=S)NN2CCN(C)CC2)cc1,-1,-8,-0.9,1661,94,3,11,6,-5,11,0.71
O=C(COc1ccc(Cl)cc1)OCC(=O)N1CCCC1,-2,nt,0.0,1509,83,3,5,-4,2,26,-0.41
CCCn1nc(Oc2nc(NCC)nc(NC(C)C)n2)ccc1=O,5,nt,1.0,1653,78,-6,19,5,-2,28,nt
CN1CCN(S(=O)(=O)c2ccc(N3CCN(C(=O)c4ccccc4)CC3)nc2)CC1,-10,-22,0.7,1629,108,1,0,-3,-4,-1,-1.1
O=C(NNS(=O)(=O)c1ccc(Br)cc1)c1csnn1,9,-9,1.0,1537,96,3,-5,2,0,7,-0.49
CN(C)S(=O)(=O)c1ccc(C(=O)N(c2ccccn2)c2ccccn2)cc1,9,nt,0.3,1517,96,-16,3,8,5,5,0.1
Cc1cc2nnc(SCC(=O)N3C(C)CCCC3C)n2c(N)n1 (stereo not drawn),1,-7,0.5,1686,102,4,-5,1,5,3,nt
CCOc1ccc(=O)n(-c2ccccc2)n1,1,nt,0.7,1443,100,14,2,5,3,4,nt
Cc1ccc(C2=NC3(CCCC3)N=C2SCC(=O)Nc2ccc3c(c2)OCCO3)cc1,-5,-3,-0.3,1413,103,-4,3,-3,-6,-3,1.7
Fc1cccc(NC(=S)NCc2ccc(Cl)cc2)c1,-3,4,0.5,1469,99,-1,-3,-1,-9,1,-0.34
COc1ccc(NC(=O)Cn2c(=O)n(Cc3ccco3)c(=O)c3ccccc32)cc1,1,nt,2.7,1551,96,3,7,6,5,6,nt
COc1cc(NC(=O)Cn2nc(C(F)(F)F)c3c2CCCC3)cc(OC)c1OC,3,nt,6.1,1525,86,4,3,1,-2,18,nt
O=C(CCSCc1ccccc1Cl)NCc1cccs1,28*,1,-0.8,1617,108,-8,2,-5,2,4,-0.54
C=CCn1c(=O)c2ccccc2n2c(SCC(=O)Nc3sc(C(=O)N(CC)CC)c(C)c3C(=O)OCC)nnc12,5,3,1.3,1437,105,-2,4,-4,3,-11,nt
CC(C)(C)c1ccc(C(=O)N2CCN(c3nc4ccccc4o3)CC2)cc1,3,nt,2.3,1429,77,-19,0,1,4,33,nt
Cc1c(Cl)c([N+](=O)[O-])nn1CCCC(=O)Nc1cccc(Cl)c1,2,3,0.7,1404,87,-5,7,5,5,14,0.79
Cc1cnc(-c2nnc(N(C)C(=O)c3cccnc3)s2)cn1,6,1,-0.5,1523,97,-6,-10,1,1,6,0.74
Cc1cc(/C=N/NC(=O)C(=O)NCc2ccccn2)c(C)n1-c1cccc(Br)c1,0,16,-0.2,1573,100,-1,3,0,6,2,-0.48
Cc1ccccc1N=Cc1cc2c(cc1[N+](=O)[O-])OCO2,6,-7,0.4,1693,93,-4,-6,2,9,11,-0.61
COc1ccc(NC(=O)CSc2nc3c(c(=O)n2-c2ccc(F)cc2)SCC3)cc1,8,-1,3.3,1569,98,-1,6,8,5,8,nt
O=C(NNC(=O)c1cccnc1SCc1cccc([N+](=O)[O-])c1)c1ccc(F)cc1,2,15,3.8,1430,101,5,-10,-2,8,3,0.11
C#CCOCCOCCOCCNc1nc(N2CCN(C(=O)[C@H]([C@@H](C)CC)n3cc([C@@H](N)CC(C)C)nn3)CC2)nc(N2CCN(C(=O)[C@H](CCCCN)n3cc([C@@H](N)CO)nn3)CC2)n1,4,-11,-0.8,1432,nt,-7,-10,-2,-7,nt,nt
O=C(NC1CCCC1)C1CCC(=O)N1CCc1ccccc1 (stereo not drawn),1,nt,-1.3,1415,103,7,2,-1,6,4,nt
Cn1cc([N+](=O)[O-])c(C(=O)Nc2ccc(C3CCCCC3)cc2)n1,-2,-17,1.9,1540,84,-20,-19,-3,0,24,-0.41

# More results
SMILES,PPARg SRC1 recr,S1P3 antag,RAM network inh,SRC2 TRFRET art,STAT3 activator,TLR4 MyD88 comp,STAT1 inh,PPARg SRC-3 ag,PPARg SRC2 recr,STAT3 inh,ROMK mod
CCOC(=O)Nc1ccc(Cc2ccncc2)cc1,2,-17,1.4,1405,100,-7,0,-4,-8,2,0.047
O=C1CSc2ccc(C(=O)N3CCN(c4ccccn4)CC3)cc2N1,-1,-32,0.8,1481,99,-17,5,4,-1,4,nt
CCN1CCN(c2ccc([N+](=O)[O-])cc2S(=O)(=O)N2CCOCC2)CC1,-4,11,-1.1,1747,95,7,-6,4,9,11,-0.041
CC(=O)NNC(=S)NCCc1ccccc1,0,-10,1.8,1688,106,-5,1,3,10,-2,0.5
Cc1ccc(/C=N\Nc2cn[nH]c(=O)c2Cl)cc1,1,nt,1.9,1418,85,9,-16,-3,-4,23,0.26
CCOC(=O)CSc1nnc(CSc2nc3ccccc3s2)n1C,9,-2,0.8,1553,100,11,-2,2,0,3,nt
c1ccc(-n2c(Sc3cnccn3)nnc2-c2cccs2)cc1,6,6,-0.2,1706,93,0,6,5,7,14,nt
COc1ccc(N2C(=O)CSC2c2cccc(OC)c2OC)cc1 (stereo not drawn),5,-18,1.6,1553,96,-6,11,7,1,0,nt
COC(=O)C1=CN(C)C=C(C(=O)OC)C1c1ccc(Cl)cc1Cl,10,6,3.1,1516,101,1,-3,1,12,3,0.12
COc1ccc(C2C(C(=O)NCCN(C)C)c3cc(OC)c(OC)cc3C(=O)N2C)cc1OC (stereo not drawn),-5,nt,1.6,1388,104,-23,-9,-2,2,1,0.41
CCOC(=O)c1c(N)n[nH]c1-c1ccc(OC)cc1,1,3,0.9,1545,110,-1,6,8,-7,-10,nt
CCc1cc(CC)c(/C=N/NC(N)=O)c(CC)c1/C=N/NC(N)=O,7,-14,1.3,1690,93,5,-11,4,6,11,0.016
CC1=C(C(=O)N(C)C)C(c2cccc(Cl)c2)NC(=O)N1 (stereo not drawn),10,nt,0.2,1536,93,20,2,6,7,13,1.6
CCCCN(Cc1ccco1)C(=O)c1cc2c(=O)[nH]c3ccc(C)cc3c2s1,-8,nt,4.6,1573,86,-1,-1,7,-11,22,nt
Cn1c2c(c(O)c(-c3ccccc3)c1=O)C(=O)CC(C)(C)C2,3,-1,1.6,1563,93,-2,-4,3,7,7,0.46
COc1ccc(-n2nnnc2-c2cn(C)nc2C(F)(F)F)cc1,1,nt,-0.1,1570,88,-6,9,13,0,20,nt
COc1cccc(N2C(=O)C3CCCN3C2c2ccc(Cl)cc2)c1 (stereo not drawn),-1,-3,0.3,1505,104,3,-1,-10,5,0,nt
CCOC(=O)N1CCC(NS(=O)(=O)c2cc3c(cc2Cl)NC(=O)CO3)CC1,7,-19,1.1,1837,104,-6,0,5,11,2,nt
CCC(=O)c1ccc(OCC(=O)Nc2nn3cnnc3s2)cc1,-7,nt,1.3,1584,103,-13,0,7,3,5,0.42
COc1cc(/C=C/c2nc3ccccc3s2)cc(OC)c1O,11,5,-1.6,1654,91,11,-15,7,3,19,-1.7
COC(=O)c1ccc(NC(=O)CN2C(=O)CCC2=O)cc1,4,-6,-0.3,1512,97,-16,-7,2,6,10,nt
Cc1ccc(C(=O)COC(=O)C(C)N2C(=O)C3C4C=CC(C4)C3C2=O)cc1 (stereo not drawn),-7,-2,1.9,1431,108,-12,-7,1,-5,-4,-0.4
CCNC(=O)CCS(=O)(=O)c1ccc2ccccc2c1,1,nt,2.0,1528,97,5,2,5,-5,5,nt
CCCc1nc2ccccc2c(C(=O)OCC(=O)NCc2ccco2)c1CC,10,nt,1.9,1572,103,-5,10,0,1,0,nt
N#Cc1c2n(c(=S)n(-c3ccc(OC(F)F)cc3)c1=O)CCCCC2,-1,-11,0.1,1716,91,-6,0,4,3,20,0.78

# Following part:
SMILES,PPARg SRC1 recr,S1P3 antag,RAM network inh,SRC2 TRFRET art,STAT3 activator,TLR4 MyD88 comp,STAT1 inh,PPARg SRC-3 ag,PPARg SRC2 recr,STAT3 inh,ROMK mod
Cn1c(SCC2CCCO2)nnc1-c1cccc([N+](=O)[O-])c1 (stereo not drawn),6,-13,1.2,1758,92,4,5,2,-1,12,nt
O=C(NCC1CCCO1)/C(=C\c1ccco1)NC(=O)c1ccc(Cl)cc1 (stereo not drawn),2,-10,0.7,1364,99,5,-3,-4,-13,6,0.088
CCOC(=O)c1c(-n2c(C)cc(C=O)c2C)sc2c1CCCC2,0,nt,0.9,1552,101,-7,-2,4,10,3,nt
CCOC(=O)C1(Cc2ccc(OC)cc2)CCN(C(=O)c2cc3ccccc3[nH]2)CC1,2,-8,3.3,1721,156*,-13,-20,2,-2,-68,2
CCCCCCC(=O)Nc1nc(C)c(-c2csc(Nc3cc(Cl)ccc3C)n2)s1,2,nt,3.2,1527,97,6,12,1,4,5,nt
CN1CCc2c(sc3c2c(=O)n(-c2ccc(Cl)cc2)c2nncn32)C1,-3,nt,1.2,1586,100,-13,-1,5,12,3,nt
COc1ccc2nc(NC(=O)CSc3nc4cccnc4n3C)sc2c1,5,9,6.2,1567,69,-8,6,7,5,41,nt
CCOC(=O)NC(C(F)(F)F)(C(F)(F)F)P(=O)(c1ccccc1)c1ccccc1,-2,-13,0.4,1536,101,7,3,-5,-7,2,-0.84
Cc1ccc(-n2ncc3c(=O)[nH]c(SC(C)C)nc32)cc1,5,-17,1.3,1635,105,-3,3,6,9,-1,nt
Cc1ccc(NC(=O)COC(=O)/C=C/c2ccco2)cc1S(=O)(=O)N(C)C,5,7,3.3,1568,90,7,9,8,11,8,nt
CCCCN(CCCC)S(=O)(=O)c1ccc(C(=O)Nc2nnc(CSC)o2)cc1,0,3,1.5,1512,101,6,7,-9,2,3,nt
COC(=O)C1(Cc2ccccc2)NC(c2ccc(F)cc2)C2C(=O)N(C)C(=O)C21 (stereo not drawn),-3,nt,-0.5,1516,93,-12,1,14,-1,12,-1.1
Cc1cccc2nc(C(F)(F)F)nc(=O)n12,3,-10,-0.4,1491,97,-8,3,2,-11,6,0.034
COc1ccc(S(=O)(=O)N(C)CC(=O)Nc2ccc3c(c2)OCCO3)cc1OC,4,-55,9.2*,1659,105,4,3,-8,12,-4,nt
CCc1nc(N2CCN(C(=O)c3ccco3)CC2)c2c3c(sc2n1)CCCC3,8,nt,0.8,1505,102,9,7,8,-3,1,nt
Cc1ccc(O)c(-c2cc(C(F)(F)C(F)F)[nH]n2)c1,-5,nt,-0.1,1564,109,6,-6,-9,-6,-3,-0.29
CCOC(=O)CC1C(=O)NCCN1S(=O)(=O)c1ccc(F)cc1 (stereo not drawn),6,10,0.2,1675,92,12,3,6,8,16,-0.17
CC(=O)c1ccc(Cc2ccccc2)cc1,0,3,1.9,1508,105,0,-11,-1,0,0,nt
COc1ccc(C(=O)Oc2c(CN3CCOCC3)cc(Cl)c3cccnc23)cc1,8,-6,-0.6,1703,101,-18,8,5,12,3,nt
CCO[C@@H]1OC(C(=O)N2CCN(C)CC2)=C[C@H](C(C)(C)C)[C@H]1CCCO,-2,7,0.8,1413,nt,0,3,-2,-3,nt,nt
